Screening results from PubChem.
ROCK2 inh: blocks human Rho kinase 2 activity. O75116. purified ROCK2, Kinase-Glo ATP depletion luminescence. inhibition, % at 6 µM. 60,000 compounds, 0.35% hits. AID 604;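 active = inhibition above the screen-wide mean inhibition plus 3 SD, cut at about 18% in these data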;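 also: plate controls were DMSO wells for no effect and Y-27632 control wells after no-enzyme background subtraction for full effect; many of its hits are not listed in these tables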
JNK3 inh: blocks human JNK3 kinase activity; P53779; purified JNK3 kinase activity, HTS; inhibition, % at 8 µM; 60,000 compounds, 0.61% hits; in the data active = inhibition above about 17%;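 also: 0% = DMSO and 100% = reference inhibitor; many of its hits are not listed in these tables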
CatB block: human cathepsin B inhibition; P07858; purified cathepsin B, fluorogenic substrate, fluorescence; inhibition, %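 (tested at 10 µM)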; 63,000 compounds, 0.1% hits; AID 453; in the data active = inhibition above about 21%;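 also: 0% = enzyme with no compound and 100% = no enzyme blank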
Ec RNAP inh: Escherichia coli RNA polymerase inhibition. P0A8V2. E. coli RNA polymerase, fluorescence transcription assay. inhibition, %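 (tested at 10 µM)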. 62,000 compounds, 0.2% hits. AID 559; in the data active = inhibition above about 20%;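 also: 0% = enzyme without compound and 100% = no enzyme blank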
CatS block: human cathepsin S inhibition. P25774. recombinant cathepsin S, AMC dipeptide fluorescence, pooled mixtures. inhibition, %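 (tested at 5 µM per compound within 10-compound mixtures)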. 62,000 compounds, 0.06% hits. AID 501; in the data active = inhibition above about 32%, passing the limit was not always enough;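 also: 0% = enzyme without compound and 100% = blank without enzyme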
Target sequence (P25774 115-331 limits assumed): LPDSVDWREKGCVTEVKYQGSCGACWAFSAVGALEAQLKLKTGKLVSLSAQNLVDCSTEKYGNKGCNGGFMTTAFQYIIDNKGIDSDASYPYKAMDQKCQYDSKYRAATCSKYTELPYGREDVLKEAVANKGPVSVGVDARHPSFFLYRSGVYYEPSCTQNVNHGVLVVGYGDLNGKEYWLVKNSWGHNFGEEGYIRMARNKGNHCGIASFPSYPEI
CatB mix inh: human cathepsin B inhibition by mixtures; inhibition, %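 (ten-compound pools at 5 µM per compound and 50 µM total)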; Purified cathepsin B, AMC dipeptide fluorescence, compound mixtures; P07858; 62,000 compounds, 0.06% hits; in the data active = inhibition above about 22%, passing the limit was not always enough;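 also: 0% = enzyme without compound and 100% = no enzyme blank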
AP ELISA ortho: alternative pathway complement inhibition, orthogonal assay; AID 1235; inhibition, % at 5 µM; 62,000 compounds, 0.08% hits; Human serum alternative complement pathway, LPS-coated ELISA, C3 deposition; tested in compound mixtures;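 active = inhibition above 30% in each of the two pooled mixtures holding the compound, so the lower value exceeds 30%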;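 also: 0% = serum in Mg-EGTA without compound and 100% = EDTA serum blank; some compounds past the cut are filed as inactive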
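Test system – human serum alternative complement pathway, C3 deposition on LPS-coated wells · Buffer or medium – diluted human serum in Mg2+-EGTA GVB++ · Compound dosing – 5 µM each compound, pools of ten, 50 µM per pool · Schedule – 1 h serum-compound exposure at 37 °C · Measured by – Anti-C3 ELISA, OD 450 nm · Read-out basis – percent inhibition of C3 deposition onto LPS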
RORa activator: activators of human nuclear receptor RORA; P35398; CHO-K1 Gal4-RORA LBD luciferase reporter, luminescence; percent increase over mock-subtracted basal signal; activation, % at 10 µM; 65,000 compounds, 1.5% hits; AID 560;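 active = activation above the mean of all tested compounds plus 3 SD, cut at about 49% in these data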;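 also: 0% = DMSO-treated RORA cells and 100% = added signal equal to DMSO minus mock-transfected cells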
Target sequence (P35398 whole entry, looked up, the tested form may be a part): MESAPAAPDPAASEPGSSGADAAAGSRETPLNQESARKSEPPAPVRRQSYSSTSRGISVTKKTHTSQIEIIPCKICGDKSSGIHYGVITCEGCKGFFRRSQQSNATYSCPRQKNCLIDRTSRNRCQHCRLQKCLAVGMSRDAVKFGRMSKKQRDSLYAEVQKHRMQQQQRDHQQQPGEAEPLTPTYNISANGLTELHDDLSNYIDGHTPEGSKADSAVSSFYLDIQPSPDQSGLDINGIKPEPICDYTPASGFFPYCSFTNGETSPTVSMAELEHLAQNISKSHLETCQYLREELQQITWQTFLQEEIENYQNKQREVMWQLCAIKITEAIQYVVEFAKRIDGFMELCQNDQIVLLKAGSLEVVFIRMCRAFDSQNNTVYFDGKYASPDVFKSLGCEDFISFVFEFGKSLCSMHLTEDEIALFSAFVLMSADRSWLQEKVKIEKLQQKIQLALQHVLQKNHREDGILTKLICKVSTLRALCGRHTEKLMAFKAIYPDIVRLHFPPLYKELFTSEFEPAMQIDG
PKA kinase inh: blocks human protein kinase A activity; P17612; inhibition, % at 6 µM; 65,000 compounds, 0.1% hits; PKA Kemptide phosphorylation, Kinase-Glo ATP luminescence; AID 524;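 active = inhibition above the screen-wide mean inhibition plus 3 SD, cut at about 21% in these data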; also: many of its hits are not listed in these tables
Active calls of the source: *; · = not tested or not shown.

Start of the listing, in advance, four compounds:
SMILES	ROCK2 inh	JNK3 inh	CatB block	Ec RNAP inh	CatS block	CatB mix inh	AP ELISA ortho	RORa activator	PKA kinase inh
O=C(CSc1nnc(Cc2ccccc2)n1Cc1ccco1)NC12CC3CC(CC(C3)C1)C2	2	11	6	5	4	0	8	14	10
Cc1ccc2c(CC(=O)N3CCc4ccccc43)coc2c1	1	3	-3	6	0	1	-19	48	0
CNC(=O)c1cc2c(=O)n3cccc(C)c3nc2n1C	7	-2	5	0	6	4	18	-15	8
CC1Cc2cc(/C(O)=C3\C(=O)C(=O)N(CCN(C)C)C3c3ccccc3F)ccc2O1 (stereo not given)	6	0	1	10	-2	4	10	5	3

The list itself, repeating the preview:
SMILES	ROCK2 inh	JNK3 inh	CatB block	Ec RNAP inh	CatS block	CatB mix inh	AP ELISA ortho	RORa activator	PKA kinase inh
O=C(CSc1nnc(Cc2ccccc2)n1Cc1ccco1)NC12CC3CC(CC(C3)C1)C2	2	11	6	5	4	0	8	14	10
Cc1ccc2c(CC(=O)N3CCc4ccccc43)coc2c1	1	3	-3	6	0	1	-19	48	0
CNC(=O)c1cc2c(=O)n3cccc(C)c3nc2n1C	7	-2	5	0	6	4	18	-15	8
CC1Cc2cc(/C(O)=C3\C(=O)C(=O)N(CCN(C)C)C3c3ccccc3F)ccc2O1 (stereo not given)	6	0	1	10	-2	4	10	5	3
CCSc1nnc([C@H](C)NC(=O)OC(C)(C)C)o1	-1	-8	0	-3	-6	4	5	-10	-1
CC1(C)Cc2ccccc2C(=O)N1	1	2	3	4	-4	2	15	-20	2
COc1ccc(-c2cc(-c3ccccc3)n3ncnc3n2)cc1	11	2	-1	-11	·	·	·	-13	6
CCN=C(NCC)SC1CC(=O)N(c2cccc(OC)c2)C1=O (stereo not given)	0	4	8	7	5	3	12	-21	5
CC1CC(=O)C2=C(C1)Nc1ccccc1N(C(=O)COc1ccccc1)C2c1ccco1 (stereo not given)	3	-2	-1	6	3	-1	12	2	-3
CN(C)S(=O)(=O)c1ccc2oc(SCC(=O)NCC(F)(F)F)nc2c1	4	3	0	6	1	-2	-8	11	10
CC1CCCCC1NC(=O)c1ccc2c(c1)[nH]c(=O)n2C1CCCC1 (stereo not given)	-1	3	3	-7	0	2	-17	13	9
O=C(N1CCOCC1)N1CCN(S(=O)(=O)N2CCCCC2)CC1	0	-3	1	12	9	4	10	-2	0
CCN(CC)CP(=O)(c1ccccc1)c1ccccc1	5	2	·	6	-5	1	22	13	0
O=C(Nc1ncc2c(n1)CC(c1ccccc1)CC2=O)c1ccco1 (stereo not given)	-3	-9	1	-3	-14	-2	10	-5	0
Cc1nc2ncnn2c(C)c1CCC(=O)N1CCOCC1	6	-6	2	8	-6	3	8	-12	3
Nc1cccc(C(=O)O)c1	-4	-5	0	10	0	3	7	1	-4
Cc1ccc2cc(CN(Cc3cccs3)Cc3nnnn3CC3CCCO3)c(=O)[nH]c2c1C (stereo not given)	0	-5	3	6	10	3	2	11	1
Cc1ccc(N(CC(=O)Nc2ccc(F)cc2)S(=O)(=O)N2CCCC2)cc1	-6	-5	·	·	·	·	·	-21	-4
CCOC(=O)C1CCN(C(=O)CN(c2cccc(C(F)(F)F)c2)S(C)(=O)=O)CC1	0	7	2	1	1	4	14	9	-2
CCCCCc1c(C)nc(Nc2nc(C)c3cc(OC)ccc3n2)[nH]c1=O	-1	-5	1	1	10	5	8	1	-1
Cc1ccc2[nH]c3c(NCCCN4CCCC4=O)ncnc3c2c1	2	1	0	5	1	6	6	-1	0
CCCCCC(=O)Nc1ccc(N2CCN(S(C)(=O)=O)CC2)cc1	-8	-1	-1	-13	-1	2	0	15	2
COc1ccc(-c2nc(-c3cccs3)c(-c3cccs3)[nH]2)cc1O	-2	-1	-3	-2	0	-1	13	4	-13
COc1ccc(NC(=O)CSc2nc3c(c(=O)n2-c2ccc(F)cc2)SCC3)c(OC)c1	6	1	-3	7	-1	7	6	-17	11
CN(CCc1ccccn1)S(=O)(=O)c1ccc(F)cc1	1	4	-1	1	8	-1	26	34	-3
CCOC(=O)c1sc2nc(NC(=O)C3CCCCC3)sc2c1C	2	-8	2	6	9	-5	5	14	10
CCCN(CCC)C(=O)c1c(C)[nH]c(C(=O)OCC)c1C	-2	5	0	-12	17	11	-15	6	-1
O=C(Oc1cccc2c(OC(=O)N3CCOCC3)cccc12)N1CCOCC1	9	-3	3	7	-17	-5	26	-15	10
CC1(C)CC(=O)C2=C(C1)Nc1ccccc1NC2c1ccccn1 (stereo not given)	-3	-1	2	7	-5	0	12	-16	-8
Cc1ccc(/C=c2\sc3n(c2=O)CN(c2ccc(Br)cc2)CN=3)o1	5	-3	-2	6	·	·	·	-3	7
Nc1nonc1-c1nc2ccccc2n1CC(=O)N1CCN(c2ccc(F)cc2)CC1	13	2	37*	8	4	10	3	-6	11
Cc1noc(/C=C/N(C)C)c1S(=O)(=O)N1CCCC(C(=O)NCc2ccc(F)cc2)C1 (stereo not given)	4	-2	2	6	-3	3	11	-2	6
Cn1c(=O)c2c(nc(N3CCCCCC3)n2CC(=O)c2ccc(Br)cc2)n(C)c1=O	4	0	6	7	18	7	-3	-13	6
CCOC(=O)c1ccc(NC(=O)COc2ccc(-n3cnnn3)cc2)cc1	5	4	3	9	16	3	-4	-5	1
CCC(=O)N(Cc1ccc2c(c1)OCO2)Cc1cc2cc(OC)ccc2[nH]c1=O	2	3	-5	3	3	4	11	-7	-8
O=C(Nc1ccccc1F)c1ccncc1	18	0	2	10	13	6	15	13	2
CC1(C)CC(=O)C(C=NCCC2=CCCCC2)=C(O)C1	5	1	·	·	-4	1	32	0	14
COc1ccccc1N(O)C1CC(=O)N(c2ccc(F)cc2)C1=O (stereo not given)	-6	-6	0	8	·	·	·	23	-12
CC(C)Cn1c(CNC(=O)c2ccccc2)nc2ccccc21	·	·	-4	7	7	-4	1	1	3
c1ccc2[nH]c(SCc3ccc(-c4nnco4)cc3)nc2c1	-1	-1	1	2	22	-1	5	31	-3
CCCCOC(=O)CSC1=C(C#N)C(c2ccc3c(c2)OCO3)CC(=O)N1 (stereo not given)	2	-1	-1	7	·	·	·	-12	5
Cc1ccc(-n2nnnc2SCC(=O)Nc2c(C)n(C)n(-c3ccccc3)c2=O)cc1	1	-3	5	1	10	6	-13	2	6
C(=C\c1ccccc1)/CN1CCN(c2ncnc3c2oc2ccccc23)CC1	·	·	6	1	-6	-4	8	-13	4
C=CCOc1cccc(C2/C(=C(/O)c3ccccc3)C(=O)C(=O)N2CCN2CCOCC2)c1 (stereo not given)	1	-3	0	12	7	1	9	-24	-2
CC(C)C(=O)Nc1cccc(C(=O)Nc2nncs2)c1	4	-4	·	·	·	·	·	22	8
O=C1OCc2ccc(NC(=O)C3CCCCC3)cc21	·	·	6	3	-7	-4	13	11	-2
COCCNC(=O)C(c1ccccc1)N(CCOC)C(=O)Cn1nnc2ccccc21 (stereo not given)	0	-3	0	2	-11	-6	5	-1	-2
CCOC(=O)c1cc(-c2ccc(/C=N\n3cnnc3)o2)ccc1Cl	-2	7	3	-1	9	1	-29	29	11
O=C(CN1C(=O)CSc2ccccc21)N1CCc2ccccc21	9	-1	·	·	·	·	·	-12	8
CCCSc1ncnc2c1oc1ccccc12	2	7	1	-1	-7	0	10	2	3
O=C(CSc1nc2ccccc2c(=O)n1Cc1ccco1)c1ccc(F)cc1	-1	-3	8	9	16	6	0	11	0
Cc1ccc2cc3c(N)c(C(=O)N4CCOCC4)sc3nc2c1	0	-14	·	·	·	·	·	2	2
CCCC(C(=O)c1ccccc1)n1cncn1 (stereo not given)	1	0	0	-2	-1	0	-6	-5	-7
CC(=O)N1CCCc2cc(S(=O)(=O)NC(C(=O)NCc3ccc(C)cc3)C(C)C)ccc21 (stereo not given)	2	5	1	1	-2	6	8	9	-1
COc1cc(SC)ccc1C(=O)NCC1CCCO1 (stereo not given)	7	-4	2	5	7	1	-4	35	4
CCCC(=O)Nc1ccc2oc(-c3cccnc3)nc2c1	16	6	-5	-16	-30	-11	18	25	5
O=C(O)CC1SC(=O)N(Cc2ccccc2)C1=O (stereo not given)	-1	-4	1	0	4	4	1	5	2
CCS(=O)(=O)n1nc(-c2ccccc2)nc1N	·	·	-2	2	-4	1	3	1	5
Fc1cccc(-n2c(-c3ccco3)nc3nc4ccccc4nc32)c1	0	-1	-8	-54	-5	-9	-4	-1	7
CCCCn1cc(SCC(=O)O)c2ccccc21	8	-9	2	5	-5	0	12	-3	13

Limited to CatS block and CatB mix inh, for six of the compounds above:
canonical_smiles,CatS block,CatB mix inh
CC1(C)Cc2ccccc2C(=O)N1,-4,2
CC1CCCCC1NC(=O)c1ccc2c(c1)[nH]c(=O)n2C1CCCC1 (stereo not given),0,2
CCOC(=O)c1cc(-c2ccc(/C=N\n3cnnc3)o2)ccc1Cl,9,1
CCOC(=O)c1ccc(NC(=O)COc2ccc(-n3cnnn3)cc2)cc1,16,3
CCOC(=O)c1sc2nc(NC(=O)C3CCCCC3)sc2c1C,9,-5
O=C(O)CC1SC(=O)N(Cc2ccccc2)C1=O (stereo not given),4,4

More entries follow:
SMILES	ROCK2 inh	JNK3 inh	CatB block	Ec RNAP inh	CatS block	CatB mix inh	AP ELISA ortho	RORa activator	PKA kinase inh
CCOC(=O)n1c(=O)oc2cc(S(=O)(=O)N3CCCCC3)ccc21	6	-2	3	3	-12	2	12	2	-2
O=C(O)CCN1CCOCC1	6	-4	-1	8	3	1	-3	-17	10
COC(=O)c1ccc(NS(=O)(=O)c2ccc(OC)cc2)cc1	4	7	-3	6	0	-3	5	-11	13
CCC(OC(=O)c1cc2sccc2n1C)C(=O)NCC1CCCO1 (stereo not given)	1	-1	3	9	0	4	-2	-16	11
COCCCNCCOCCOc1c(OC)cccc1OC	-1	-9	-2	2	-1	3	0	0	0
COc1cc(CNCCO)ccc1OCC(=O)Nc1ccc(Br)cc1	1	0	4	5	-7	4	21	17	6
CC(C)CCNC(=O)CN(CC1CCCO1)C(=O)CCC(=O)Nc1nccs1 (stereo not given)	-3	5	-2	-7	-2	-5	-5	-20	-7
CCOc1ccc(N(CC(=O)NCc2ccc(OC)cc2)S(=O)(=O)c2c(C)noc2C)cc1	4	4	5	6	7	1	-1	-8	4
O=C(CCn1c(=O)oc2ccccc21)Nc1ccon1	2	-3	·	·	·	·	·	8	4

In a second layout: entries from further up
CCOC(=O)n1c(=O)oc2cc(S(=O)(=O)N3CCCCC3)ccc21
  ROCK2 inh: 6	JNK3 inh: -2	CatB block: 3	Ec RNAP inh: 3	CatS block: -12	CatB mix inh: 2	AP ELISA ortho: 12	RORa activator: 2	PKA kinase inh: -2
O=C(O)CCN1CCOCC1
  ROCK2 inh: 6	JNK3 inh: -4	CatB block: -1	Ec RNAP inh: 8	CatS block: 3	CatB mix inh: 1	AP ELISA ortho: -3	RORa activator: -17	PKA kinase inh: 10

The list is partial; rates above refer to the full screens.
